# CRFR2-BP antag = blocks CRF-induced signaling of the CRF-BP/CRF-R2 complex. 350,000 tested, 0.59% active. HEK293 CRF-R2/CRF-BP, CRF-induced calcium fluorescence. inhibition, % at 11.8 µM;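 active means inhibition of the ligand-induced calcium signal above about 50% at the single tested concentration, limit read from the data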
# CRFBP-R2 agonist = CRF-BP/CRF-R2 complex agonism. AID 588473. activation, % at 13.2 µM. 350,000 tested, 0.46% active. HEK293 CRF-R2/CRF-BP, calcium dye fluorescence (FLIPR); percent of saturating CRF peptide response;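 active means activation of at least 50%, plus an integration ratio under a set limit after plate pattern correction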;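 further: plate controls were neutral control wells without compound for no effect and CRF at EC100 for full effect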
# GalR3 antag = blocks the human galanin receptor 3. O60755. HEK293 GalR3-CNG cAMP membrane potential fluorescence; galR3 body fused to GalR1 C-terminus. inhibition, % at 3 µM. 360,000 tested, 0.44% active. AID 651719;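 active means inhibition above the screen-wide average plus 3 SD, cut at about 13% in these data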;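 further: forskolin and galanin both at EC90 stimulate the cells; cAMP rise reported by CNG channel membrane potential dye signal; 0% = forskolin plus galanin with DMSO and 100% = forskolin alone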
# Target sequence (O60755 1-299 limits assumed): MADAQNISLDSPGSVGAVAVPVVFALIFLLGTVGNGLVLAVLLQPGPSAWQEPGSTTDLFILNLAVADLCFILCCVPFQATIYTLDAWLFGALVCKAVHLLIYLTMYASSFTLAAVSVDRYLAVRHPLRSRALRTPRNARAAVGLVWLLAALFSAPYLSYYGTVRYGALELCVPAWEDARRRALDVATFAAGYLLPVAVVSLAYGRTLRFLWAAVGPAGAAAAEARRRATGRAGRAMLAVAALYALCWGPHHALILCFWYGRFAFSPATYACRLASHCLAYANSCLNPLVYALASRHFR
# The depositor's hits bear a star. Only part of the results is shown; the hit share may differ from the screen's.
SMILES,CRFR2-BP antag,CRFBP-R2 agonist,GalR3 antag
Nc1ncnc2c1ncn2[C@@H]1O[C@H](CNCc2ccc(OCC(=O)Nc3nccs3)cc2)[C@@H](O)[C@H]1O,-3,0.6,-1
CCN(c1ccccc1)S(=O)(=O)c1ccc(OC)c(NC(=O)Cc2ccccc2OC)c1,1,0.4,-7
CC1(C)NC(=O)N(CC(=O)OCC(=O)Nc2c(Br)cc([N+](=O)[O-])cc2Br)C1=O,-7,0.4,-4
O=C(COC(=O)c1ccc(Br)o1)NCCNC(=O)COC(=O)c1ccc(Br)o1,0,-1.9,-2
O=C(Nc1cccc(C(=O)N2CCOCC2)c1)C1CC1,-17,-0.4,0
CC(Oc1ccc(F)cc1)C(=O)Nc1cc(S(=O)(=O)N2CCOCC2)ccc1N1CCN(C)CC1 (centres undefined),-2,0.8,-5
Cc1cc(Br)cc2c1N(C)C(=O)C2(c1ccc(O)cc1)c1ccc(O)cc1,-7,0.6,1
CCOC(=O)c1nn(-c2ccccc2C)c(=O)cc1OCC(=O)N1CCN(c2ccccc2)CC1,-5,-1.6,-4
Cn1c(-c2ccccc2)cc(=O)n1-c1ccccc1,-14,0.3,-9
Cc1ccc(S(=O)(=O)NNC(=O)c2cc(C)c(C)cc2N)cc1,7,0.5,-4
CC(NC(=O)c1ccco1)C(=O)N1CC=C(c2ccccc2)CC1 (centres undefined),-11,-0.6,-5
COc1cc(C(=O)COC(=O)c2ccc3c(c2)OCCO3)cc(OC)c1OC,-7,0.8,-9
COc1cc(C=NNC(=O)Cn2nc(C)cc2C)ccc1OC(=O)C1CC1,3,-0.3,1
Cc1cc(-c2cc(C)c(N)cc2C)c(C)cc1N,24,-4.7,-5
CC(C)CNc1ncnc2[nH]ncc12,9,2.7,-7
CCOc1cc(C(=O)Nc2ccc(S(=O)(=O)N3CCCCC3)cc2)ccc1OCC(=O)N1CCOCC1,-11,-0.9,-2
CC(C)OCc1ccc(C(=O)N2CCN(S(=O)(=O)c3ccc(Br)s3)CC2)cc1,-7,1.2,-7
CC(C)(C)OC(=O)[C@H](Cc1ccccc1)NC(=O)c1nc[nH]c1C(=O)N1CCNCC1,9,-2.0,-6
Cc1ccc(NC(=O)C2CCN(S(=O)(=O)c3ccc4c(c3)OCCO4)CC2)nc1,4,-0.5,-5
CN(CC(=O)Nc1ccccc1Cl)C(=O)Cn1nnc(-c2ccc(F)cc2)n1,-1,-2.7,-4
CN(CC(=O)Nc1ccc(F)cc1)C(=O)c1ccc(OCc2cn3ccccc3n2)cc1,-5,1.4,-4
Cc1cccc(Nc2nnc(SC(C)C(=O)NC3CC3)s2)c1 (centres undefined),-6,0.2,-5
O=C(CN1CCN(S(=O)(=O)c2cccs2)CC1)NCC1CCCCC1,-4,-1.1,-8
CC[C@]12c3[nH]c4cc(CCC(=O)N(C)C)ccc4c3CCN1C(=O)[C@@H](CC(=O)NCc1cccc(C(F)(F)F)c1)C[C@@H]2C(=O)N1CCN(C(=O)C2CC2)CC1,14,-0.1,-7
CC1CCCCN1C(=S)NC(=O)c1cc(Br)ccc1Cl (centres undefined),-2,0.4,-1

# Continued.
SMILES,CRFR2-BP antag,CRFBP-R2 agonist,GalR3 antag
Cc1noc(C)c1COc1ccccc1C(=O)NCCc1ccc(Cl)cc1,10,-1.1,-4
CN1C2Cc3c(n(C)c4ccccc34)C1CC=C2CO (centres undefined),0,0.2,-6
CN(C(=O)c1ccc(NC(=O)Cc2ccc(NC(=O)C3CCN(C(=O)CCc4ccccc4)CC3)cc2)cc1)C1CCCC1,2,-0.4,-7
COc1ccccc1C(=O)NC(=O)CSc1ccc(C)c(C)c1,34,-4.5,-4
CCN(CC(=O)Nc1ccc(NC(C)=O)cc1)C(=O)CCN1C(=O)C2CC=CCC2C1=O (centres undefined),5,-0.7,-3
C=CCn1c(SCC(=O)N(C)CC(=O)Nc2ccc(C)cc2)nnc1-c1ccncc1,-8,0.0,-4
CCN1C(=O)CC2CCCC1C2 (centres undefined),75*,1.0,6
CN1OC[C@@H]2CN(C(=O)C(C)(C)C)[C@H](c3cccc(-c4ccccc4)c3)C[C@@H]21,-16,0.4,-5
Cc1cccc(NC(=O)c2ccc(-n3cncn3)c([N+](=O)[O-])c2)c1,6,2.7,3
Cc1ccc(NS(=O)(=O)c2ccc(C(=O)N3CCN(S(=O)(=O)c4ccccc4)CC3)cc2)cc1,-24,5.8,-2
CCN1CCN(c2ccc(Cl)cc2NC(=O)c2ccc(-n3nc(C)cc3C)cc2)CC1,4,-0.8,-8
COc1ccc(C)cc1Cn1nnc2ccccc21,6,-0.7,-4
CC(Sc1nc2ccccc2c(=O)n1CC1CCCO1)C(=O)N(C)Cc1ccccc1 (centres undefined),13,0.0,-5
Cc1cc(C)n(-c2ccc(C(=O)N3CCN(S(=O)(=O)c4ccc(C(C)C)cc4)CC3)cc2)n1,5,-0.8,-2
O=C1CCN(Cc2ccccc2)C(=S)N1,-4,-0.2,-7
O=C1CC(NS(=O)(=O)c2ccccc2F)CN1c1ccc2c(c1)OCCO2 (centres undefined),1,1.2,-4
CCOc1ccc2c(c1)C(C)=CC(C)(C)N2,10,-2.5,-3
CC(Oc1ccc(Br)cc1)C(=O)Nc1cc(Cl)ccc1N1CCN(C)CC1 (centres undefined),0,0.0,-7
CCC(C)Sc1ccc([C@H]2N[C@@](C)(C(=O)OC)[C@H]3C(=O)N(C)C(=O)[C@@H]23)cc1OC (some centres undefined),-3,-0.7,-6
COc1ccc(S(=O)(=O)N(C)C[C@H]2Oc3ccc(NS(=O)(=O)c4ccc(F)cc4)cc3C(=O)N([C@H](C)CO)C[C@@H]2C)cc1,1,-0.2,-4
CC(=O)c1cc(F)ccc1OCC(=O)Nc1ccc2c(c1)OCO2,-11,-0.6,-6
CCN1C(=O)[C@@H]2[C@@H](c3ccc(-c4ccc(OC)cc4)cc3)N3CCC[C@@]3(C(=O)OC)[C@@H]2C1=O,12,-0.3,-1
CCN1C[C@@H]2[C@@H]3C(=O)N(Cc4ccccc4)C(=O)[C@@H]3[C@](C)(C1=O)N2C(=O)c1ccccc1,5,-1.5,-1
COc1ccccc1C(=O)COC(=O)CCN=C1NS(=O)(=O)c2ccccc21,-2,-1.4,-6
Cc1ccc(S(=O)(=O)N2CCN(C(=O)c3ccc(N4CCC(C)CC4)c([N+](=O)[O-])c3)CC2)cc1,-3,-0.4,-6

# The results go on.
SMILES,CRFR2-BP antag,CRFBP-R2 agonist,GalR3 antag
O=C(O)C(=Cc1ccc([N+](=O)[O-])cc1)c1cccc(Cl)c1,18,-1.7,-2
COc1ccc(N(C)S(=O)(=O)c2cccc(C(=O)NCc3ccc(C)cc3)c2)cc1,0,1.8,-3
CN(C)c1ccc(C(=O)C=Cc2ccc([N+](=O)[O-])cc2)cc1,4,0.0,2
CCN(CC)C(=O)[C@H]1CC(CC(=O)NC/C=C(\C)CCC=C(C)C)C(=O)N2CCc3c([nH]c4ccc(OC)cc34)[C@]12C (some centres undefined),78*,-6.8,-9
O=C(Nc1ccc(S(=O)(=O)N2CCCC2)cc1)C1CC(=O)N(CCc2ccc(F)cc2)C1 (centres undefined),-7,5.2,-5
CC12CC(=O)C3C(CCC4=CC(=O)CCC43C)C1CC=C2CC(=O)O (centres undefined),1,1.3,-4
O=S(=O)(c1ccccc1)N1CN(c2ccc(F)cc2F)c2nc3ccccc3nc21,-7,0.9,-4
CN(C)S(=O)(=O)c1ccc(C(=O)NCC(c2cccs2)N2CCOCC2)cc1 (centres undefined),-2,1.0,-2
CN1CCC(N(C)C(=O)c2ccc(Cl)c(S(=O)(=O)N3CCOCC3)c2)CC1,8,2.5,2
O=C1NC(=O)C2(Br)Nc3ccc(Br)cc3C(=O)C2N1 (centres undefined),0,1.0,-7
Cc1cccc(C)c1NC(=O)CNC(=O)CCC(=O)N1CCOCC1,-6,4.6,1
C=CC[C@@H](Cc1ccc(F)cc1)C(=O)OC[C@@H]1CCCN1C(=O)[C@H](CC=C)CC(=O)N(CCO)Cc1ccccc1,9,-0.2,-4
O=C(NCCS(=O)(=O)N1CCCCC1)c1ccccc1,17,0.0,0
Cc1c(C(=O)Nc2nnc(C3CC3)s2)oc2ccccc12,-15,0.5,-4
C=CCOc1ccc(C(c2c(O)nc(SC)[nH]c2=O)c2c(O)nc(SC)[nH]c2=O)cc1,1,0.2,-3
C[C@@H]1CN([C@H](C)CO)C(=O)CCCn2nncc2CO[C@H]1CN(C)Cc1ccccc1,15,3.2,0
CN(CC(=O)Nc1ccc(Cl)c(C(F)(F)F)c1)C(=O)CCCc1nc2ccccc2c(=O)[nH]1,2,-0.6,-6
CC(Oc1ccc(F)cc1)C(=O)Nc1cc(S(=O)(=O)N2CCCCC2)ccc1N1CCN(C)CC1 (centres undefined),-8,-1.2,-8
CN(C)C(=O)c1ccc(NC(=O)c2ccccc2SCC(=O)N2CCCC2)cc1,0,-1.1,-4
CC(C)N(C(=O)CSc1nnc(NC2CC2)s1)c1ccccc1,5,-1.6,-2
O=C([C@@H]1CCCN1C(=O)c1cccs1)N1CCN(S(=O)(=O)c2cccc(F)c2)CC1,1,-0.2,-7
C[C@@H]1CCCCO[C@@H](CN(C)S(=O)(=O)c2ccc(Cl)cc2)[C@@H](C)CN([C@H](C)CO)C(=O)c2cc(N(C)C)ccc2O1,-1,0.2,-1
Cc1cccc(NC(=O)C2CCN(C(=O)c3ccc(Cl)cc3)CC2)n1,1,5.5,-5
Cc1ccc(C)c(OC(=O)C2CSC3(C)CCC(=O)N23)c1C (centres undefined),2,-0.8,-6
O=c1[nH]c(=S)n(-c2ccc(Br)cc2)c2ncccc12,-5,-3.9,-1

# The closing 5 compounds of the part before open the next one.
SMILES,CRFR2-BP antag,CRFBP-R2 agonist,GalR3 antag
O=C([C@@H]1CCCN1C(=O)c1cccs1)N1CCN(S(=O)(=O)c2cccc(F)c2)CC1,1,-0.2,-7
C[C@@H]1CCCCO[C@@H](CN(C)S(=O)(=O)c2ccc(Cl)cc2)[C@@H](C)CN([C@H](C)CO)C(=O)c2cc(N(C)C)ccc2O1,-1,0.2,-1
Cc1cccc(NC(=O)C2CCN(C(=O)c3ccc(Cl)cc3)CC2)n1,1,5.5,-5
Cc1ccc(C)c(OC(=O)C2CSC3(C)CCC(=O)N23)c1C (centres undefined),2,-0.8,-6
O=c1[nH]c(=S)n(-c2ccc(Br)cc2)c2ncccc12,-5,-3.9,-1
CC1(NC(=O)Nc2cccc(Br)c2)CCS(=O)(=O)C1 (centres undefined),-15,-1.4,-2
CCOC(=O)C1CCN(C(=O)CN2C(=O)NC3(CCCCC3)C2=O)CC1,-1,0.3,3
C[C@@H]1CC[C@]2(C(=O)O)CC[C@]3(C)C(=CCC4[C@@]5(C)CC[C@H](O)[C@@](C)(C(=O)O)C5CC[C@]43C)C2[C@]1(C)O (some centres undefined),12,2.2,-2
O=C(COC(=O)CNC(=O)c1ccccc1F)Nc1ccc2[nH]c(=O)[nH]c2c1,-3,0.3,0
O=C1NC(Cc2ccccc2)c2nc3cc(F)ccc3c(=O)n2-c2ncccc21 (centres undefined),22,-0.6,-9
CC(=O)c1ccc(N2CCN(C(=O)C3CCN(S(=O)(=O)c4ccc(F)cc4)CC3)CC2)cc1,7,-0.1,-4
CCCCN(C(=O)C1CC(=O)N(c2ccc3c(c2)OCCO3)C1)c1c(N)n(CC(C)C)c(=O)[nH]c1=O (centres undefined),-5,3.6,-3
Cc1nc(N)nc(N)c1-c1ccc(Cl)c(Cl)c1,-25,5.1,-6
O=C(COC(=O)c1cc[n+]([O-])cc1)Nc1ccc(Cl)cc1Cl,1,-2.7,0
COc1cc(-c2cccc([C@H]3[C@@H]4C=CC[C@@H](C)[C@@H]4C(=O)N3Cc3ccccc3)c2)cc(OC)c1OC,12,2.3,-6
C=C[C@H](Cc1ccccc1)N(Cc1ccccc1)S(=O)(=O)N(Cc1ccccc1)[C@H](C=C)Cc1ccccc1,-34,29,-6
Cc1c(C(=O)Nc2ccccc2N2CCN(C)CC2)oc2ccc(F)cc12,-5,0.6,-5
COc1cc(C2c3cc4c(cc3OC(NNC(N)=S)C2C)OCO4)cc(OC)c1OC (centres undefined),2,-4.0,-1
COC1CC(=O)C2OC(c3ccccc3)OCC2O1 (centres undefined),-22,-1.3,-5
O=C(OCCSCCOC(=O)C1CC=CCC1)C1CC=CCC1 (centres undefined),5,-1.5,0
O=C(COC(=O)/C=C/c1ccccc1)NNC(=O)c1ccccc1F,10,-1.7,-4
Cc1cc(C)c(OCC(=O)OCC(=O)N2c3ccccc3CC2C)c(C)c1 (centres undefined),2,0.9,-1
COc1ccc(S(=O)(=O)Nc2ccccc2)cc1,-10,0.2,-6
O=C(COC(=O)CNC(=O)c1ccc(Cl)cc1Cl)NCC1CCCO1 (centres undefined),-1,0.0,0
CCC(CO)Oc1cc(NC(=O)c2cccc(Cl)c2)c2ncn(C(C)C)c2c1 (centres undefined),5,-4.0,1

# CRFR2-BP antag, entries above that show a hit
SMILES,CRFR2-BP antag,CRFBP-R2 agonist,GalR3 antag
CCN1C(=O)CC2CCCC1C2 (centres undefined),75*,1.0,6
CCN(CC)C(=O)[C@H]1CC(CC(=O)NC/C=C(\C)CCC=C(C)C)C(=O)N2CCc3c([nH]c4ccc(OC)cc34)[C@]12C (some centres undefined),78*,-6.8,-9

# One compound at a time, from the list above. Screens in order: CRFR2-BP antag | CRFBP-R2 agonist | GalR3 antag
# Profile of O=C1NC(Cc2ccccc2)c2nc3cc(F)ccc3c(=O)n2-c2ncccc21 (centres undefined) → 22 | -0.6 | -9
# Profile of COC1CC(=O)C2OC(c3ccccc3)OCC2O1 (centres undefined) → -22 | -1.3 | -5

# Screening results: PubChem, several laboratories
